Growth percent in the NCI-60 one-dose screen (48 h, 10 µM unless noted): 100 = growth as untreated, 0 = no growth, -100 = all killed.
U251: U251 CNS tumor cells; actives 5.4% (n = 80,000); AID 1794753
DU-145: DU-145 prostate cancer; AID 1794760; actives 4.2% (n = 81,000)
PC-3: PC-3 prostate cancer cells | actives 3.9% (n = 80,000) | AID 1794754
SNB-19: SNB-19 CNS cancer cells; AID 1794751; actives 2.5% (n = 81,000)
SF-295: SF-295 CNS cancer cells | actives 5.6% (n = 79,000)
SF-539: SF-539 CNS cancer. actives 6.8% (n = 81,000). AID 1794752
SF-268: SF-268 CNS cancer cells; actives 3.1% (n = 82,000)
OVCAR-8: OVCAR-8 ovarian cancer | actives 4.4% (n = 81,000) | AID 1794782
An asterisk follows results filed as active; . = no result given; & = joins results of further samples; [ ] = dose if it differs, or a comment. Rule for the calls: active = growth percent below 10; inactive = the rest. Compounds as they come; any-hit rate near 9.2%.

Codes – A = U251; B = DU-145; C = PC-3; D = SNB-19; E = SF-295; F = SF-539; G = SF-268; H = OVCAR-8
1	CCN(CC)CCOc1ccc2c(c1)O/C(=C\c1ccccc1OC)C2=O
  A: 87; B: 92; C: 86; D: 100; E: 105; F: 95; G: 93; H: 96
2	COc1ccc(-c2nc(N/N=C/c3ccc(Br)cc3)nc(N3CCOCC3)c2C#N)cc1
  A: 107; B: 108; C: 100; D: 104; E: 106; F: 107; G: 108; H: 107
3	COc1ccc2c(c1)CC[C@@H]1[C@@H]2CC[C@]2(C)C3C(=CC(COC(C)=O)C4C(=O)N(c5ccc(Cl)cc5)C(=O)C43)C[C@@H]12 (stereo partly specified)
  A: 102; B: 106; C: 82; D: 110; E: 105; F: 114; G: 92; H: 107
4	CC1(C(=O)O)NC(C(=O)O)Cc2c1[nH]c1ccccc21 (stereo unspecified)
  A: 102; B: 110; C: 87; D: 108; E: 90; F: 105; G: 113; H: 104
5	Oc1ccc(Cl)cc1-c1cc(-c2ccc(F)cc2)n[nH]1
  A: 64; B: 76; C: 64; D: 78; E: 49; F: 90; G: 64; H: 73
6	COc1cc(/C=C2\C(=O)Nc3ccccc32)ccc1OCc1ccc(Cl)cc1
  A: 107; B: 99; C: 95; D: 97; E: 103; F: 98; G: 99; H: 102
7	COc1cc2oc(-c3cccc(NC(=O)[C@@H](N)Cc4ccccc4)c3)cc(=O)c2c(OC)c1OC
  A: 103; B: 104; C: 101; D: 93; E: 103; F: 101; G: 102; H: 104
8	O=C(N/N=C/C[C@@H]1[C@@H](/C=C/[C@@H](O)COc2ccccc2)[C@H](O)C[C@@H]1O)c1ccncc1
  A: 95; B: 112; C: 88; D: 108; E: 103; F: 101; G: 104; H: 75
9	Cc1ccccc1OCc1nnc(-c2ccc(Oc3ccc(Cl)cc3Cl)cc2)o1
  A: 97; B: 105; C: 93; D: 103; E: 99; F: 100; G: 95; H: 105
10	Cc1cnc(N=Nc2ccccc2)[nH]1
  A: 95; B: 94; C: 102; D: 100; E: 101; F: 100; G: 97; H: 101
11	COc1cc(C(=O)/C=C/c2c(C)n([O-])c3ccc(Cl)cc3[n+]2=O)cc(OC)c1OC
  A: 61; B: 36; C: 47; D: 100; E: 95; F: 74; G: 65; H: 23
12	COc1ccc(/C=C(/C(=O)c2ccc(Cl)cc2)C(=O)C(F)(F)F)cc1
  A: 94; B: 99; C: 102; D: 94; E: 96; F: 108; G: 97; H: 102
13	CC(=O)OC/C1=C\CC2CCC(C)(O)C(CC(O)/C(C)=C/CC1)C2(C)C (stereo unspecified)
  A: 100; B: 105; C: 94; D: 104; E: 41; F: 104; G: 104; H: 98
14	OCCN1CCSC1=S
  A: 112; B: 112; C: 90; D: 94; E: 118; F: 99; G: 105; H: 107
15	O=C(O)c1cc2c(cc1Br)OCO2
  A: 97; B: 119; C: 98; D: 106; E: 97; F: 100; G: 102; H: 96
16	Cc1cc(C)c2c(=O)[nH]c(=S)[nH]c2n1
  A: 93; B: 109; C: 96; D: 102; E: 99; F: .; G: 100; H: 92
17	Oc1ccc(-c2[nH]ncc2-c2c[nH]c3ccccc23)cc1
  A: 95; B: 112; C: 79; D: 105; E: 96; F: 100; G: 87; H: 93
18	Fc1ccc(-c2cnc3nonc3n2)cc1F
  A: 100; B: 106; C: 80; D: 93; E: 112; F: 108; G: 103; H: 93
19	COc1cc(-c2ccc3c(=O)n(C)c(=O)n(C)c3n2)cc(OC)c1OC
  A: 96; B: 98; C: 96; D: 105; E: 99; F: 95; G: 100; H: 103
20	COC(=O)C1(O)NC(=C(C#N)C#N)C(C#N)=C1C(=O)/C=C/c1ccccc1 (stereo unspecified)
  A: 108; B: 107; C: 97; D: 96; E: 105; F: 106; G: 101; H: 113
21	CCOC(=O)c1ncc(-c2cc(F)c(F)c(OCC)c2)c(NC2CCCCCC2)n1
  A: 92; B: 112; C: 81; D: 95; E: 90; F: 101; G: 96; H: 96
22	Cc1ccc(NC(=O)c2sc3nc(C)c(C(=O)c4ccccc4)cc3c2N)cc1
  A: 88; B: 95; C: 92; D: 83; E: 73; F: 95; G: 91; H: 95
23	O=c1nc2[nH]c3ccc(F)cc3c2n[nH]1
  A: 86; B: 113; C: 93; D: .; E: 101; F: 90; G: 109; H: 97
24	C=C(C)[C@@H]1CC[C@]2(C(=O)OC)CC[C@]3(C)[C@H](CC[C@@H]4[C@@]5(C)Cc6cc(Cc7ccccc7)oc6C(C)(C)[C@@H]5CC[C@]43C)[C@@H]12
  A: 85; B: 104; C: 90; D: 82; E: 86; F: 101; G: 99; H: 99
25	O=C(CCN1C(=O)CC1c1ccco1)N1CCOCC1 (stereo unspecified)
  A: 100; B: 107&110; C: 107&125; D: 98&107; E: 103&104; F: 99&104; G: 97&109; H: 104&103
26	Cc1ccc(S(=O)(=O)n2cccc2/C=C2\C(=O)N(c3c(Cl)cccc3Cl)c3ccccc32)cc1
  A: 93; B: 100; C: .; D: 92; E: 90; F: 97; G: 90; H: 98
27	Cc1nn2c(/C=C3/C(=O)Nc4ccc(Cl)cc43)c(-c3ccccc3)nc2s1
  A: 35; B: 32; C: 32; D: 82; E: 70; F: 38; G: 30; H: 15
28	COc1cc(C(C)=O)cc(OC)c1OC
  A: 92; B: 111; C: 91; D: 102; E: 113; F: 90; G: 102; H: 108
29	Cc1sc2c(c1C)c(=O)nc1c(-c3ccccc3)n[nH]n12
  A: 91; B: 108; C: 91; D: 104; E: 100; F: 98; G: 97; H: 103
30	CCOC(=O)C1CCNC(=O)C1=O (stereo unspecified)
  A: 111; B: 115; C: 105; D: 101; E: 122; F: 112; G: 108; H: 110
31	COc1ccc(C(=O)c2cc(C(C)=O)c3cc(N(C)C)ccn23)cc1OC
  A: 76; B: 96; C: 69; D: 93; E: 98; F: 85; G: 82; H: 94
32	COC(=O)c1ccc(NC2=C(Cl)C(=O)C(C)=C(C)C2=O)cc1
  A: 59; B: 85; C: 37; D: 54; E: 37; F: 66; G: 87; H: 78
33	NC1=NC(c2cccc([N+](=O)[O-])c2)N=C(Nc2nn[nH]n2)N1 (stereo unspecified)
  A: 93; B: 102; C: 94; D: 97; E: 96; F: 98; G: 99; H: 97
34	COc1ccc(-n2c(SCc3n[nH]c(=S)o3)nc3cc(OC)c(OC)cc3c2=O)cc1
  A: 100; B: 104; C: 99; D: 95; E: 105; F: 98; G: 104; H: 100
35	CCCCCCCCCCCCCC/C(=N\OCc1ccccc1)C(=O)O
  A: 90; B: 107; C: 92; D: 102; E: 115; F: 100; G: 103; H: 94
36	CNS(=O)(=O)c1ccc(C)cc1
  A: 97&104; B: 112&103; C: 98&104; D: 99&106; E: 108&106; F: 101&100; G: 105&96; H: 98&98
37	C=C(C)[C@@H]1CC[C@]2(C(=O)O)CC[C@]3(C)[C@H](CC[C@@H]4[C@@]5(C)C[C@@H](CC#Cc6ccccc6C)C(=O)C(C)(C)[C@@H]5CC[C@]43C)[C@@H]12
  A: 25; B: 34; C: 31; D: 40; E: 33; F: 36; G: 48; H: 24
38	CC(OC1CCC(OC2NCC(C(F)(F)F)CC2Cl)CC1)C(=O)NCCCCC(NC(=O)COCCOCCNC(=O)c1ccc(N2CCN(Cc3ccc(Cl)cc3)CC2)c([N+](=O)[O-])c1)C(=O)NCCCCC(NC(=O)COCCOCCNC(=O)C(NS(=O)(=O)C1CCC(N=NC2CCC(N(C)C)CC2)CC1)C(C)C)C(=O)NCCOCCOCC(=O)NC(CCCCNC(=O)CN1CCN(CC(=O)O)CCN(CC(=O)O)CCN(CC(=O)O)CC1)C(=O)O (stereo unspecified)
  A: 96; B: 105; C: 92; D: 86; E: 97; F: 107; G: 102; H: 93
39	COC[C@]12CCC(C)(C)C[C@H]1C1=CC[C@@H]3[C@@]4(C)CCCNC(C)(C)[C@@H]4CC[C@@]3(C)[C@]1(C)CC2
  A: -58*; B: -40*; C: 0.7*; D: -2.6*; E: -89*; F: -64*; G: 34; H: 52
40	COc1ccc(-c2nc(SCCC(C)C)nc(N/N=C\c3ccc([N+](=O)[O-])cc3)c2C#N)cc1
  A: 64; B: 79; C: 67; D: 64; E: 79; F: 82; G: 75; H: 54
41	COc1cc(O)c2c(=O)c3c([C@H]4c5c(OC)c(O)c6oc7cc(OC)cc(O)c7c(=O)c6c5[C@@H]5C=C(C)CC(C)(C)[C@H]45)cc(OC)c(O)c3oc2c1
  A: 53; B: 68; C: 46; D: 65; E: 47; F: 85; G: 60; H: 48
42	CC(=O)O[C@H]1C[C@@]2(C)[C@@H](C[C@@H](O)[C@H]3[C@@]4(C)CC[C@H](O)[C@@H](C)[C@@H]4CC[C@@]32C)/C1=C(\CCC(Br)C(C)(C)N1CC=CCC1)C(=O)O (stereo partly specified)
  A: 98; B: 106; C: 76; D: 100; E: .; F: 93; G: 91; H: 98
43	CCCCCCC1(C(OC)OC)NC(=O)N(C)C1=O (stereo unspecified)
  A: 103; B: 128; C: 95; D: 97; E: 102; F: 107; G: 104; H: 98
44	CCC/C(C)=C/c1ccc(CC)cn1
  A: 98; B: 115; C: 102; D: .; E: 118; F: .; G: 106; H: 94
45	N[C@@H](CO)C(=O)O
  A: .; B: 101; C: 97; D: .; E: .; F: .; G: .; H: 100
46	c1ccc2nc3c(ccc4ccccc43)cc2c1
  A: 91; B: 109; C: 86; D: 106; E: 104; F: 99; G: 103; H: 93
47	O=C1Nc2ccccc2/C1=N/N=C/c1c[nH]c2ccccc12
  A: 74; B: 58; C: 81; D: 88; E: 96; F: 78; G: 65; H: 70
48	N[C@@H](CCC(=O)NO)C(=O)O
  A: 104[20 µM]; B: 104[20 µM]; C: 107[20 µM]; D: 93[20 µM]; E: 103[20 µM]; F: 88[20 µM]; G: 106[20 µM]; H: 108[20 µM]
49	CCOC(=O)C1(c2cccs2)C(=O)C2=C(CCCC2)N1c1ccccc1 (stereo unspecified)
  A: 94; B: 110; C: 78; D: 101; E: 101; F: 96; G: 103; H: 94
50	CCOC(=O)c1nn(CC(O)c2ccccc2)c(NC(=O)Nc2ccc(F)cc2)c1C (stereo unspecified)
  A: 95; B: 92; C: 84; D: 91; E: 86; F: 97; G: 90; H: 93

From no. 3 as far as 7, copied from above:
Codes – A = U251; B = DU-145; C = PC-3; D = SNB-19; E = SF-295; F = SF-539; G = SF-268; H = OVCAR-8
3	COc1ccc2c(c1)CC[C@@H]1[C@@H]2CC[C@]2(C)C3C(=CC(COC(C)=O)C4C(=O)N(c5ccc(Cl)cc5)C(=O)C43)C[C@@H]12 (stereo partly specified)
  A: 102; B: 106; C: 82; D: 110; E: 105; F: 114; G: 92; H: 107
4	CC1(C(=O)O)NC(C(=O)O)Cc2c1[nH]c1ccccc21 (stereo unspecified)
  A: 102; B: 110; C: 87; D: 108; E: 90; F: 105; G: 113; H: 104
5	Oc1ccc(Cl)cc1-c1cc(-c2ccc(F)cc2)n[nH]1
  A: 64; B: 76; C: 64; D: 78; E: 49; F: 90; G: 64; H: 73
6	COc1cc(/C=C2\C(=O)Nc3ccccc32)ccc1OCc1ccc(Cl)cc1
  A: 107; B: 99; C: 95; D: 97; E: 103; F: 98; G: 99; H: 102
7	COc1cc2oc(-c3cccc(NC(=O)[C@@H](N)Cc4ccccc4)c3)cc(=O)c2c(OC)c1OC
  A: 103; B: 104; C: 101; D: 93; E: 103; F: 101; G: 102; H: 104

Single records (already shown). Values in the order: U251	DU-145	PC-3	SNB-19	SF-295	SF-539	SF-268	OVCAR-8
COC[C@]12CCC(C)(C)C[C@H]1C1=CC[C@@H]3[C@@]4(C)CCCNC(C)(C)[C@@H]4CC[C@@]3(C)[C@]1(C)CC2 as listed: -58*	-40*	0.7*	-2.6*	-89*	-64*	34	52
c1ccc2nc3c(ccc4ccccc43)cc2c1 as listed: 91	109	86	106	104	99	103	93

(list continues)
Codes – A = U251; B = DU-145; C = PC-3; D = SNB-19; E = SF-295; F = SF-539; G = SF-268; H = OVCAR-8
51	Clc1ccc(/C=N/Nc2nc3ccccc3s2)cc1Cl
  A: 90; B: 117; C: 88; D: 111; E: 103; F: 113; G: 107; H: 98
52	O=C(COc1ccc(/C=C2\CSc3ccccc3C2=O)cc1)Nc1nccs1
  A: 83; B: 130; C: .; D: 82; E: 118; F: 111; G: 100; H: 79
53	O=C1c2c(c3c4ccccc4n(CCCCCCN4CCOCC4)c3c3[nH]c4ccccc4c23)C(=O)N1O
  A: -23*; B: 109; C: .; D: 97; E: 108; F: 92; G: 93; H: 3.7*
54	O=C(NCCc1ccccn1)OCc1ccc2c(Cl)cc(Cl)c(O)c2n1
  A: 48; B: 62; C: 84; D: 59; E: 45; F: 79; G: 60; H: 54
55	O=NN(CCF)C(=O)NC1C(O)CCCC1O (stereo unspecified)
  A: 87; B: 103; C: 93; D: 97; E: 100; F: 95; G: 103; H: 93
56	O=C(CCCCCCCCC(=O)N/N=C\c1cc(Cl)ccc1O)N/N=C\c1cc(Cl)ccc1O
  A: 29; B: 31; C: 27; D: 35; E: 22; F: 16; G: 28; H: 26

Screening results as filed in PubChem BioAssay.
